NOD1 NF-kB reporter – NOD1 signaling inhibitors, primary screen, cell-based, luminescence, uHTS (AID 1578) | inhibition, % at 4 µM; hits with a dose series show EC50 in µM | actives 1% (n = 290,000) | NOD1-driven NF-kB luciferase reporter cells, luminescence; higher % means a stronger effect; in the data active means inhibition mostly above about 36%, no sharp cut-off; inactive means mostly below about 34%;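 further: HEK-293T reporter cells stimulated with the NOD1 agonist gamma-tri-DAP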
KOR beta-arrestin-1 – KOR agonists, beta-arrestin recruitment, primary screen, cell-based, luminescence, uHTS (AID 1777); KOR beta-arrestin recruitment, luminescence; higher % means a stronger effect; activation, % at 10 µM; hits with a dose series show EC50 in µM; actives 0.02% (n = 280,000); in the data active means activation above about 50%, passing the limit was not always enough; further: a part of the inactive calls stands beside numbers as strong as those of hits
West Nile virus CPE – West Nile virus antiviral activity, cell-based, CPE readout (AID 1621); West Nile virus-infected cells, CPE inhibition; higher % means a stronger effect; CPE inhibition, % at 10 µM, or IC50 in µM where a hit was titrated; actives 0.02% (n = 290,000); in the data active means a potency from the dose series; inconclusive means CPE inhibition mostly from about 3.7% at the one dose, without a potency; inactive means the rest, 99 in 100 with CPE inhibition below about 2.2%; further: strong numbers were not always called active
HIV fusion peptide – inhibitors of HIV fusion peptide binding, primary screen, biochemical, uHTS, fluorescence dequenching (AID 1986); actives 0.3% (n = 290,000); inhibition, % at 20 µM, or IC50 in µM where a hit was titrated; cell-free peptide binding, fluorescence dequenching, 30 min; higher % means a stronger effect; in the data active means inhibition mostly above about 52%, no sharp cut-off; inactive means mostly below about 76%; further: some results filed as inactive read as strong as hits
AID2073 – inhibitors of Mint1-CaV2.2 protein interaction, biochemical, HTRF (AID 2073) | Voltage-dependent N-type calcium channel subunit alpha-1B (Homo sapiens) | HTRF protein-protein interaction, Mint1-CaV2.2; higher % means a stronger effect | one-dose inhibition, % at 20 µM; IC50 in µM for titrated hits | actives 0.19% (n = 290,000); in the data active means inhibition mostly above about 51%, no sharp cut-off; inconclusive means no clear call, values can overlap the other calls; inactive means mostly below about 53%; further: some results filed as inactive read as strong as hits
KOR beta-arrestin-2 – KOR antagonists, beta-arrestin recruitment, cell-based, luminescence, uHTS (AID 1778). Kappa-type opioid receptor (Homo sapiens). KOR beta-arrestin recruitment, luminescence, antagonist mode; higher % means a stronger effect. actives 0.091% (n = 290,000). inhibition, % at 10 µM, or IC50 in µM where a hit was titrated; further: strong numbers were not always called active
NOD2 inhibition – NOD2 signaling inhibitors, cell-based, luminescence, uHTS, HEK293 (AID 1566). actives 0.63% (n = 290,000). HEK293 NOD2/NF-kB luciferase reporter, luminescence; higher % means a stronger effect. one-dose inhibition, % at 4 µM; EC50 in µM for titrated hits; further: many of its hits are not listed in these tables
Dengue-2 NS5 capping – Dengue-2 NS5 methyltransferase inhibitors, primary screen, biochemical, confirmation dose response (AID 588689); Dengue-2 NS5 methyltransferase capping enzyme assay, biochemical; higher % means a stronger effect; inhibition, % at 25 µM, or IC50 in µM where a hit was titrated; Genome polyprotein (Dengue virus type 2 (strain 16681-PDK53)); actives 0.3% (n = 340,000); in the data active means a potency from the dose series; inconclusive means inhibition above about 29% without an active follow-up result
Yfh1-off respiration – enhancers of respiration in Yfh1-depleted yeast, dose response, Friedreich's ataxia, plus single-dose screen (AID 1465); S. cerevisiae Yfh1-off respiration, WST-1 reduction, 72 h; higher fold induction means a stronger effect; fold induction at 50 µM; hits with a dose series show EC50 in µM; actives 0.074% (n = 220,000);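 active means fold induction of absorbance versus untreated yeast above a set limit, then at least 30% activation at any dose in follow-up; inconclusive means repeats straddling the limit, or above it without dose testing; inactive means fold induction below the set limit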;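 further: activators that raise dye reduction in frataxin-depleted yeast; strong numbers were not always called active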
Dengue-2 NS5 capping pilot replicate – second read-out of Dengue-2 NS5 capping, no call of its own (marks repeat the call); inhibition, %; measured here: pilot screen replicate inhibition
* = called active by the depositor; i = inactive; u = inconclusive; x = not tested or not shown; [ ] = dose if it differs, or a comment. Unless noted, no stated cut-off is given here; in the data, active means inhibition above about 50%; inactive means the rest. The list is partial. The share of hits here may be higher or lower than overall.

SMILES	NOD1 NF-kB reporter	KOR beta-arrestin-1	West Nile virus CPE	HIV fusion peptide	AID2073	KOR beta-arrestin-2	NOD2 inhibition	Dengue-2 NS5 capping	Yfh1-off respiration	others
CCc1nc(N)nc2c1C(=O)CC(C)(C)C2	1%	2.7%	0.1%	-1.0%	43%	10%	-8%	-6%	i
COc1cc(OC)c(NC(=O)Cc2ccc(OC)c(S(=O)(=O)N3CCOCC3)c2)cc1Cl	-7%	-7.4%	0.5%	-1.5%	-3%	30%	-28%	1%	x
O=C(NCc1ccco1)c1ccc(COc2cccc3ccccc23)cc1	-22%	-5.2%	1.2%	1.6%	1%	-20%	-23%	-11%	i
Cc1oc2nc(SCC(=O)NCCCO)nc(N)c2c1C	-31%	0.8%	0.0%	0.9%	14%	23%	-6%	3%	i	Dengue-2 NS5 capping pilot replicate=-2.1
CCCn1nc(C(=O)NNC(=O)CSC(C)C(=O)Nc2cc(C)on2)c2ccccc2c1=O (configuration not stated)	-37%	-4.6%	-0.1%	0.5%	14%	-8%	8%	-4%	x
COc1ccc(NC(=O)CN2C(=O)/C(=C3\SC(=S)N(CCC(=O)O)C3=O)c3ccccc32)cc1	12%	-3.6%	-0.6%	51%	14µM*	0%	7%	3%	x
COc1ccc(-c2cc(N)n(CCC#N)n2)c(OC)c1	-12%	-3.6%	0.2%	-1.8%	-4%	6%	22%	-6%	i
CCOc1cc(Br)c(Br)c(C=Nc2ccc(NC(C)=O)cc2)c1O	78%*	-2.0%	-0.6%	22%	-5%	22%	20%	u	i
O=C1c2ccccc2C(=O)N1CSc1ncccn1	-10%	-3.1%	1.3%	-2.0%	-1%	17%	12%	-6%	i
O=C(NC1=NCCS1)c1ccncc1	-5%	21%	0.1%	0.9%	0%	-6%	3%	2%	i
CCCS(=O)(=O)c1c(S(=O)(=O)CCC)c2cnccn2c1C(=O)c1ccc(Cl)cc1	8%	2.7%	-0.5%	-1.1%	2%	-34%	-23%	-3%	i
CCCC[n+]1ccn(-c2nc3c([N+](=O)[O-])cccc3n2C)c1	-17%	-2.2%	0.7%	-2.2%	7%	25%[20 µM]	21%	2%	x
CC1CCCC(NC(=O)COC(=O)c2ccc(N(C)C)cc2)C1C (configuration not stated)	-10%	4.8%	-0.9%	2.3%	1%	-11%	-12%	-5%	i
CC1(C)Cc2c(C#N)c(SCC(=O)c3ccccc3)nc(N3CCOCC3)c2CO1	-12%	-5.0%	x	4.4%	-30%	-34%	-1%	-10%	x
CCN(Cc1ccccc1)C(=O)c1c[nH]c2ccc(S(=O)(=O)N(C)CCC#N)cc2c1=O	-27%	-1.1%	0.9%	2.7%	6%	27%	14%	-2%	i
O=C(c1cccc(S(=O)(=O)N2CCOCC2)c1)N1CCOCC1	6%	4.3%	15%	-2.6%	14%	-5%	5%	-5%	i	Dengue-2 NS5 capping pilot replicate=0.3
Cc1ccc([N+](=O)[O-])cc1NC(=O)CN(C)CCOc1ccccc1	-2%	-5.3%	-0.9%	-2.0%	2%	0%	20%	4%	x
O=C(Nc1scc(-c2ccc(F)cc2)c1C(=O)O)c1ccco1	-17%	-2.1%	0.2%	7.6%	13%	12%	-21%	17%	i
CC(=O)Nc1c(C(=O)O)[nH]c2ccccc12	-22%	-4.2%	0.6%	-0.6%	-4%	16%	-5%	-5%	i
COc1ccc(C(=O)NC(Cn2ccnc2)C(C)(C)C)cc1OC1CCN(C(C)C)CC1 (configuration not stated)	17%	-1.4%	0.2%	-0.4%	7%	31%	-11%	-5%	x
COc1ccc(NC(=O)Nc2cccc(Cl)c2Cl)c(OC)n1	-8%	x	1.2%	-1.7%	1%	-3%	-84%	6%	i
CCN(CC)C(=O)c1ccccc1NC(=O)c1cccc(S(=O)(=O)N(CC)CC)c1	-39%	-2.1%	-0.6%	-1.5%	-5%	-26%	6%	-4%	i
COc1ccc(/C=C(\CC(=O)O)c2nc3ccccc3s2)cc1O	-31%	1.0%	-0.1%	12%	32%	-29%	0%	-2%	i
Cc1cccc(CN(C)CCc2ccccn2)c1	-6%	-2.1%	-0.8%	1.0%	-4%	-14%	10%	1%	i
CN(C)c1ccc(NC(=O)CN2CCN(c3ccc(F)cc3)CC2)cc1	-1%	-4.6%	-1.1%	-1.3%	-7%	-12%	2%	x	x
c1ccc2c(c1)NC(CN1CCOCC1)CO2 (configuration not stated)	-2%	2.3%	0.1%	1.8%	-6%	16%	-5%	5%	i
Fc1ccccc1CSc1ncnc2c1oc1ccccc12	2%	-1.4%	2.3%	-1.7%	7%	-1%	4%	-6%	i	Dengue-2 NS5 capping pilot replicate=-3.3
COc1cccc(OC)c1C(=O)NCCN1CCN(C(=O)c2c(OC)cccc2OC)CC1	-19%	2.4%	2.4%	-2.2%	0%	23%	0%	-1%	i
Cc1ccccc1CN1[C@@H](CC2CCCCC2)COCCS1(=O)=O	-17%	-2.8%	-0.7%	1.2%	-5%	-23%[20 µM]	-2%	-10%	x
c1ccc(-n2nnnc2CN2CCOCC2)cc1	11%	3.2%	-0.2%	-0.4%	u	4%	16%	-3%	i
CCCCC(=O)Nc1ccc2c(c1)nc(CCNC(=O)c1ccco1)n2C	-26%	2.6%	0.2%	0.5%	0%	-12%	-4%	3%	x
CC(=O)Cn1c(=O)oc2ccccc21	0%	-0.9%	0.3%	1.9%	5%	-12%	7%	7%	i
COC(=O)c1c(NC(=O)c2ccn(C)n2)sc2c1CCC2	-28%	-2.3%	-0.7%	-0.6%	15%	-1%	8%	-4%	x
Cc1ccc(C(=O)Nc2ccc(S(=O)(=O)NCc3ccco3)cc2)cc1	9%	-6.2%	0.7%	1.2%	-19%	-17%	-7%	7%	i	Dengue-2 NS5 capping pilot replicate=-3.6
COc1ccc(S(=O)(=O)NC(C)C(=O)NCc2ccccn2)cc1OC (configuration not stated)	-37%	-1.3%	-0.5%	-0.9%	-2%	-1%	13%	-6%	x
O=C1CC(N2CCN(Cc3ccc(Cl)cc3)CC2)C(=O)N1CCc1ccccc1 (configuration not stated)	5%	1.8%	-0.8%	-0.1%	21%	18%	20%	3%	x
COC(=O)c1sc(N2C(=O)C(O)=C(C(=O)c3ccc(C)o3)C2c2ccc(F)cc2)nc1C (configuration not stated)	-7%	-0.9%	1.3%	21%	1%	26%	27%	-6%	i
Cn1c(CCN2CCCCC2)nc2cc(NC(=O)COc3ccc([N+](=O)[O-])cc3)ccc21	-21%	-6.4%	22%	-1.6%	5%	-27%	11%	1%	x
COc1ccc(CN(C)Cc2ccccc2)c(OC)c1OC	-24%	-0.8%	-0.5%	-1.6%	5%	2%	3%	3%	i
O=C(Oc1ccc(N2C(=O)CCC2=O)cc1)c1ccco1	-18%	-1.7%	0.1%	-0.4%	-9%	11%	-8%	8%	i
Cc1nn(C)c(C)c1CN(Cc1nc(-c2ccc(F)cc2F)oc1C)C1CC1	7%	5.7%	-1.9%	1.3%	2%	-26%[20 µM]	-14%	-3%	i
Cc1ccc(S(=O)(=O)NNC(=O)c2cc(C)cs2)cc1	-8%	2.3%	-0.4%	-0.7%	1%	10%	8%	10%	i
Cc1sc2nc(COC(=O)c3ccc(Cl)c(N)c3)[nH]c(=O)c2c1C	-12%	3.3%	0.6%	4.2%	21%	-26%	-5%	-2%	i
Cc1ccc(C2=NN(CCC#N)C(=O)CO2)cc1	2%	4.8%	-0.1%	2.5%	-3%	0%	12%	-5%	x
CC(C)CN1C(=O)C(NC(=O)C2CC2)(C(F)(F)F)C2=C1CC(C)(C)CC2=O (configuration not stated)	-15%	-1.5%	-0.1%	0.5%	15%	22%	4%	-1%	i
COc1ccccc1OC(C)C(=O)Nc1ccc(S(=O)(=O)Nc2nccs2)cc1 (configuration not stated)	-37%	2.4%	1.3%	1.3%	-1%	-19%	5%	-3%	x
O=C(Nc1cccc(C(=O)O)c1)Nc1ccc2c(c1)OCO2	74%*	5.7%	-0.5%	-0.6%	-4%	-28%	-65%	-6%	x
S=c1[nH]nc(CSc2nc3ccccc3s2)n1C1CCCCC1	9%	5.7%	-0.8%	1.2%	-31%	-15%	17%	-3%	i
CCN1CCN(Cc2c(O)ccc3c(=O)c(-c4ccccc4OC)coc23)CC1	-16%	-1.4%	-0.4%	1.4%	39%	-9%	8%	-4%	i
Cc1oc2c(CN(C)C)c(O)ccc2c(=O)c1-c1cscn1	10%	-5.1%	0.1%	-0.3%	22%	9%	16%	-1%	i
CCN(CC)c1ccc(NC(=O)C2CCCN(S(=O)(=O)c3cccnc3)C2)c(C)c1 (configuration not stated)	16%	-9.9%	-0.8%	0.0%	-15%	0%	10%	-3%	i
CCCN(CCO)CCCc1ccccc1	1%	-0.7%	-0.4%	0.7%	1%	0%	5%	1%	i
CCCN1C(=O)c2ccccc2NC1c1ccc(Cl)c(Cl)c1 (configuration not stated)	-2%	-5.9%	-1.3%	-1.3%	14%	10%	10%	-6%	x
Cc1nc2ncccn2c1-c1csc(Nc2ccc(N(C)C)cc2)n1	-46%	3.6%	-0.5%	-3.8%	59%	-229%[20 µM]	-98%	1%	i

Source: PubChem BioAssay
